SRC1 TRFRET art: counter-screen for PPARgamma SRC-1 recruitment agonists: TR-FRET artefact. TR-FRET detection artefact counter-screen, emission ratio; stronger effect = higher value. AID 1051. hit rate 0.34% among 99,000. TR-FRET ratio at 8 µM; in the data active means TR-FRET ratio above about 2300; further: inactives centre near 1800; reference of the scale not given here
SRC3 TRFRET art: flags TR-FRET format artefacts in PPARgamma SRC-3 recruitment agonist screen; hit rate 0.39% among 99,000; TR-FRET ratio at 8 µM; TR-FRET artefact counter-screen, PPARgamma/SRC-3 format; stronger effect = higher value; in the data active means TR-FRET ratio above about 2000; further: inactives centre near 1600; reference of the scale not given here
The depositor's hits bear a star.

SMILES	SRC1 TRFRET art	SRC3 TRFRET art
COCCN=c1scc(-c2cccs2)n1/N=C(\C)c1ccco1	2020	1714
O=C(NCCc1ccccn1)c1cc(-c2ccc(Cl)c(Cl)c2Cl)nc2ccccc12	1481	1602
CC(C)OC(=O)c1ccc(NC(=O)c2cncc(Br)c2)cc1	1565	1659
CCN(CC)CC#CCC(O)(c1ccccc1)c1ccccc1	1708	1534
Nc1nc(SCC(=O)Nc2c(Br)cc([N+](=O)[O-])cc2Br)n[nH]1	1626	1649
Cc1ccc(CSCC(=O)NCc2ccc(F)cc2)cc1	1588	1500
CCCCOC(=O)Oc1ccc2c(=O)c(Oc3cc(C)cc(C)c3)coc2c1	1736	1494
COc1ccc(/C=N/Nc2nnc(Cc3ccc(OC)c(OC)c3)c(=O)[nH]2)cc1OC	1721	1546
Nc1nc(NC(=O)c2ccco2)nn1-c1ccccc1	2078	1653
CCOC(=O)Cc1nc(-c2cccc(C(F)(F)F)c2)no1	1773	1493
O=S(=O)(c1ccc(Cl)cc1)N1CCN(C(=S)Nc2ccccc2F)CC1	1672	1619
O=C(NCCCn1ccnc1)/C(=C/c1cccs1)NC(=O)c1ccco1	1592	1507

A draw from above in order of SMILES length, highest first.
SMILES	SRC1 TRFRET art	SRC3 TRFRET art
Nc1nc(SCC(=O)Nc2c(Br)cc([N+](=O)[O-])cc2Br)n[nH]1	1626	1649
CCCCOC(=O)Oc1ccc2c(=O)c(Oc3cc(C)cc(C)c3)coc2c1	1736	1494
COCCN=c1scc(-c2cccs2)n1/N=C(\C)c1ccco1	2020	1714
CCN(CC)CC#CCC(O)(c1ccccc1)c1ccccc1	1708	1534

The listing picks up, repeating the six entries before the break.
SMILES	SRC1 TRFRET art	SRC3 TRFRET art
CCCCOC(=O)Oc1ccc2c(=O)c(Oc3cc(C)cc(C)c3)coc2c1	1736	1494
COc1ccc(/C=N/Nc2nnc(Cc3ccc(OC)c(OC)c3)c(=O)[nH]2)cc1OC	1721	1546
Nc1nc(NC(=O)c2ccco2)nn1-c1ccccc1	2078	1653
CCOC(=O)Cc1nc(-c2cccc(C(F)(F)F)c2)no1	1773	1493
O=S(=O)(c1ccc(Cl)cc1)N1CCN(C(=S)Nc2ccccc2F)CC1	1672	1619
O=C(NCCCn1ccnc1)/C(=C/c1cccs1)NC(=O)c1ccco1	1592	1507
CCOc1ccccc1NC(=O)N1CCCC(c2nc(-c3ccc(C)o3)no2)C1 (stereo not drawn)	1930	1762
O=C(Cc1cccs1)NCCN1CCOCC1	1833	1831
CN(C)C=NC(=O)c1cc(C(=O)c2ccccc2)c[nH]1	1931	1622
O=C(O)c1ncn(Cc2ccc(Br)cc2)c1C(=O)O	1888	1483
Cc1cc[n+](CC2OCc3ccccc3CO2)cc1	1600	1750
Cc1ccc(S(=O)(=O)CC(=O)Nc2ccc(S(=O)(=O)Nc3ccccn3)cc2)cc1	1652	1573
CC(C)(C)c1cc(N)n2nc(C(C)(C)C)cc2n1	1624	1414
Cc1cccc(C)c1NC(=O)c1ccc([N+](=O)[O-])s1	1782	1557
Cc1ccc(OCc2nc(-c3cccs3)no2)c([N+](=O)[O-])c1	1930	1604
Cc1ccc(-n2c(C)cc(/C=N/NC(N)=S)c2C)cc1	1874	1653
CCCn1c(SCC(=O)N2CCCCC2)nnc1C(C)C	2165	1725
Cc1cccc(C)c1NC(=O)C1(NC(=O)Cn2cccc([N+](=O)[O-])c2=O)CCCCC1	1696	1521
CCOc1ccc(S(=O)(=O)N/N=C(\C)c2ccc(OC)cc2OC)cc1	1653	1346
Cc1ccc(SCCC(=O)NCc2ccncc2)cc1	1794	1605
Cc1ccc(-n2c(-c3ccncc3)n[nH]c2=S)c(C)c1	1737	1609
Cc1cc(C)cc(N(C(C)C(=O)NCc2ccc3c(c2)OCO3)S(C)(=O)=O)c1 (stereo not drawn)	1821	1727
Cc1cccc(N(C(=O)CCC(=O)Nc2nccs2)C(C(=O)NC(C)(C)C)c2ccc(O)cc2)c1 (stereo not drawn)	1834	1651
OC(COCc1ccccc1)CN1CCc2ccccc2C1 (stereo not drawn)	1747	1325
CC1Cn2c(nc3sc4c(c3c2=O)CCC4)N1CCO (stereo not drawn)	2049	1409
Cc1cc(C)c(-c2cc(NC(=O)COC(=O)c3ccc(C#N)cc3)n(-c3ccccc3)n2)cc1C	1724	1393
Cc1cccc(NC(=O)CN2C(=O)S/C(=C\C(=O)Nc3ccc(Cl)cc3)C2=O)c1	1948	1629
COc1ccc(C(CC(=O)O)NC(=O)Cc2ccccc2)cc1 (stereo not drawn)	1821	1622
O=C(N/C(=C\c1cccnc1)C(=O)N1CCOCC1)c1ccco1	2027	1505
CCN=C1S/C(=C\c2cc(Br)ccc2OCC(=O)OCC)C(=O)N1CC	1673	1523
O=C(Cc1ccc([N+](=O)[O-])cc1)Nc1cccc(C(F)(F)F)c1	2021	1535
Cc1ccc(COc2ccc(/C=N/O)cc2)cc1	1787	1491
O=C(CCn1ccnc1)Nc1ccc2ccccc2c1	1830	1479
O=C(NCCCCO)c1ccc2c3c(cccc13)CC2	1681	1564
O=[N+]([O-])c1ccc(/C=N/NS(=O)(=O)c2ccc(Cl)cc2)o1	1686	1431
CC(=O)Nc1sc(N/N=C\c2ccco2)nc1-c1cccs1	1789	1556
Cc1ccc(NC(=O)CCC(=O)OCC(=O)c2ccc(Oc3ccc([N+](=O)[O-])cc3)cc2)cc1	1601	1649
Cc1c(Cl)cccc1NC(=O)Cn1nnc(C(=O)NCc2cccs2)c1N	1736	1528
CSc1nnnn1-c1ccc(C)c(Cl)c1	1563	1538
CCCc1nc(NCc2ccco2)c(C#N)c2c1COC(C)(C)C2	1859	1595
Cc1n[nH]c(=O)nc1N/N=C/c1cccs1	1726	1673
O=C(CCCc1nc2ccccc2s1)N1CCN(c2ccccc2F)CC1	1990	1531
COc1cccc(N(CC(=O)NCC2CCCO2)C(=O)CCC(=O)Nc2nccs2)c1 (stereo not drawn)	1859	1552
S=C(NCC1CCCCC1)Nc1cccnc1	1864	1582
CCC(=O)c1ccc(OCC(O)CNCc2ccc(F)cc2)cc1 (stereo not drawn)	1879	1714
Cc1ccc(C(=O)Nc2nc(-c3ccccc3)c(-c3ccccc3)o2)cc1	1816	1683
CCCCN(CC)CCCNC(=O)C1CCN(c2ncnc3c2sc2cccc(F)c23)CC1	1678	1560
COc1cccc(/C=C/c2nc3c(cnn3-c3ccccc3)c(=O)[nH]2)c1	1765	1502
Nc1cc(Cl)ccc1N1CCCCC1	1807	1561
S=C(NCCCN1CCOCC1)Nc1ccc(Cl)c(Cl)c1	1834	1437
CSc1nnc2c(n1)OC(C)=Nc1ccccc1-2	1651	1737
CCOc1ccc(NC(=S)N2CCN(C/C=C/c3ccccc3)CC2)cc1	1866	1400
CNc1cc([N+](=O)[O-])ccc1N/C=C/C(=O)c1ccc2c(c1)OCO2	1735	1595
CN(NC(=O)c1c(Cl)cccc1Cl)c1cccc(Cl)n1	1756	1549
c1ccc(OCCN2CCN(Cc3nc(-c4ccc5c(c4)OCO5)no3)CC2)cc1	1860	1405
O=Cc1ccccc1Oc1nc(N2CCOCC2)nc(N2CCOCC2)n1	1982	1624
CC1=C(C(=O)N2CCOCC2)C(c2c(F)cccc2F)NC(=O)N1 (stereo not drawn)	2108	1671
CCCCN=CC1=C(O)CC(c2ccccc2)CC1=O (stereo not drawn)	2054	1676
COc1ccccc1NC(=O)c1ccc(-n2cccn2)c([N+](=O)[O-])c1	1738	1610
COc1ccc(-n2c(=O)c3c4c(sc3n(CC(=O)Nc3cc(C)[nH]n3)c2=O)CCCC4)c(OC)c1	1867	1828
CCn1c(SCC(=O)NCc2ccc3c(c2)OCO3)nnc1-c1ccncc1	1835	1589
CCOP(=O)(OCC)C(NC(=O)c1ccc(OC)cc1)c1ccccc1 (stereo not drawn)	1916	1554
CCCn1ncc(CN2CCN(CCc3ccccc3)C(CCO)C2)c1C (stereo not drawn)	1715	1555
COc1ccc(CCNC(=O)C2CC(=O)N(CCc3ccccc3)C2)cc1OC (stereo not drawn)	1777	1521
O=C(Nc1cc(Sc2nc3ccccc3s2)cc([N+](=O)[O-])c1)c1cccc(F)c1F	1598	1708
OC1CCC(NC(=S)Nc2ccc(SC(F)F)cc2)CC1 (stereo not drawn)	1809	1506

Brought forward from above: 3 compounds, followed by the next part.
SMILES	SRC1 TRFRET art	SRC3 TRFRET art
COc1ccc(CCNC(=O)C2CC(=O)N(CCc3ccccc3)C2)cc1OC (stereo not drawn)	1777	1521
O=C(Nc1cc(Sc2nc3ccccc3s2)cc([N+](=O)[O-])c1)c1cccc(F)c1F	1598	1708
OC1CCC(NC(=S)Nc2ccc(SC(F)F)cc2)CC1 (stereo not drawn)	1809	1506
O=C(CCl)Nc1cc(SCC(O)CO)cc([N+](=O)[O-])c1 (stereo not drawn)	1707	1524
Cc1nnc(SCC(=O)Nc2cccc(S(=O)(=O)NC3=NCCCCC3)c2)n1Cc1ccccc1	1884	1596
O=C(COc1ccc(Cl)cc1)Nc1c(-c2cccs2)nc2ccccn12	1855	1464
CC(=O)N1C(=O)C2(C(C#N)=C(N)Oc3n[nH]c(-c4ccccn4)c32)c2ccccc21 (stereo not drawn)	1770	1374
C/C(=N\NC(=O)c1cccnc1)c1cc(C)oc1C	1685	1499
CC(C)c1csc2nc3n(c(=O)c12)CCCCC3	1998	1433
CC(=O)Nc1ccc(S(=O)(=O)N=S(C)(C)=O)cc1	1869	1629
CCC(C)NC(=O)COC(=O)c1csc2c1CCCC2 (stereo not drawn)	1760	1629
CCC(C)c1ccc(NC(=S)NCCn2cc(Cl)cn2)cc1 (stereo not drawn)	1927	1643
COCCCNC(=O)COC(=O)c1ccc(-c2nc3ccccc3s2)s1	1978	1725
C=CCNS(=O)(=O)c1ccc(N2C(=O)c3ccccc3C2=O)cc1	1776	1570
CCCN1CCN(C(=O)c2ccccc2-c2nc3ccccc3s2)CC1	2000	1534
COc1ccc(-c2nn(-c3ccccc3)cc2/C=N/Nc2ccccn2)cc1OC	1840	1481
CCOC(=O)C1=C(CC)Nc2ccccc2N/C1=N\S(=O)(=O)c1cc(Br)ccc1Br	1785	1541
COc1cccc(-c2nnc3sc(-c4ccccc4)nn23)c1	1880	1488
COC(=O)c1c(-c2ccc(F)cc2)csc1NC(=O)C1CCCO1 (stereo not drawn)	1805	1525
CN(CCOc1ccccc1)C(=O)c1ccc(OC2CCN(C(=O)C3CC3)CC2)cc1	2054	1456
COc1ccccc1N=C1SCC(=O)N1c1ccccc1OC	1992	1606
Cc1ccc(S(=O)(=O)N2CCC(C(=O)NNC(=O)c3ccncc3)CC2)cc1	1671	1675
O=C(Nc1ccc(OC(F)(F)F)cc1)Nc1cccc([N+](=O)[O-])c1	1833	1610
CCOc1ccc2c(CC)cc(=O)oc2c1OCC	1931	1577
O=C(NN1CCN(Cc2ccccc2)CC1)c1ccc(Cl)cc1	1753	1719
COCCNC(=O)c1cc2nc(-c3ccccc3)cc(C)n2n1	1892	1655
COc1ccc(/C=N\NC(=O)c2ccc(Cn3cc(Br)c([N+](=O)[O-])n3)o2)c(OC)c1C	1696	1436
CC(C)Oc1cccc(C(=O)N2CCCC2)c1	1784	1576
CCn1cc(CNC(=O)CSc2nc(-c3ccc(OC)c(OC)c3)cc(C(F)(F)F)n2)c(C)n1	1918	1624
CCCCCC1CCC(c2nnc(SCC(C)=O)o2)CC1 (stereo not drawn)	1965	1851
C=CCN(c1ccccc1C(=O)O)S(=O)(=O)c1ccc(C)cc1	1799	1688
O=c1cc(N2CCc3ccccc32)[nH]c(=O)n1-c1ccccc1Cl	1858	1596
COC(=O)NC1CSCC1OC(=O)CCN1C(=O)c2ccccc2C1=O (stereo not drawn)	1949	1473
COc1cc(CN2CCN(c3cccc(C)c3C)CC2)cc(Br)c1O	1681	1501
Cc1cccc(C2c3[nH]c4ccccc4c3CCN2C(=O)c2cc(CC(C)C)[nH]c(=O)n2)n1 (stereo not drawn)	1657	1646
COCCNC(=O)C1(C)C=CC2(CCCCC2)N1C(=O)c1ccccc1 (stereo not drawn)	1611	1646
O=C(NC1CCN(Cc2ccccc2)CC1)c1cccc(S(=O)(=O)Nc2cc(C(F)(F)F)ccc2Cl)c1	1544	1670
CC(O)c1nc2ccccc2n1CC(=O)Nc1ccc(F)cc1Cl (stereo not drawn)	1981	1588
CCOC(=O)C1C(C)=C(Nc2ccc(OC)cc2)C(=O)N1c1ccc(OC)cc1 (stereo not drawn)	1827	1427
Cc1cccnc1NC(=O)C1COc2ccccc2O1 (stereo not drawn)	1650	1516
Cc1occc1C(=O)N/N=C/C(Br)=C/c1ccccc1	1891	1526
Cc1cccc(NC(=O)CSc2nnc(Cc3ccccc3)o2)c1	1746	1764
CC(=O)c1c(C)[nH]c(C2=NNC(=NC(C)(C)C)SC2)c1C	1514	1425
COc1cc(C(=O)NC(=S)N(CCc2ccccc2)CCc2ccccc2)cc(OC)c1OC	1576	1434
O=C(Nc1ccccc1F)C1(c2ccccc2)CC1(Cl)Cl (stereo not drawn)	1786	1592
Cn1c(SCC(=O)NC2CC2)nnc1C(F)(F)F	1741	1662
CCN1CCN(CCCNC(=O)C2c3ccccc3C(=O)N(c3ccc(OC)cc3)C2c2ccc(OC)cc2)CC1 (stereo not drawn)	1593	1423
CCNc1ccc(C(=O)OCC(=O)NCc2ccc(C)cc2)cc1[N+](=O)[O-]	1754	1620
CSc1ccccc1C(=O)N1CCCCC1	2053	1575
Cc1cccc(NC(=O)CN2C(=O)S/C(=C\c3cccn3-c3cccc(C(=O)O)c3)C2=O)c1	1633	1837
O=C(NNc1nc2c(F)cccc2s1)c1ccccc1	1837	1532
CN(C)S(=O)(=O)c1cccc(NC(=O)c2ccc(Sc3nncn3C)c([N+](=O)[O-])c2)c1	1972	1461
Cn1c(N2CCN(c3ccccn3)CC2)nc2c1c(=O)n(Cc1ccc(Cl)cc1)c(=O)n2C	1814	1738

Only part of the results is shown. The share of hits here may be higher or lower than overall.
